KCNK3 inh: human KCNK3 channel inhibition, primary screen. CHO-KCNK3 thallium flux, FluxOR fluorescence; active compounds read low. B-score at 10 µM. 0.84% of 340,000 active;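 active means B-score under library mean minus 4 SD, starting fluorescence ratio at most library mean plus 5 SD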;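 further: more negative B-score means stronger inhibition of thallium flux through KCNK3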
PolyA inhibitor: inhibitors of polyadenylation in S. cerevisiae | calls only at 12 µM | 0.02% of 300,000 active | S. cerevisiae SKY197-pL101 polyadenylation reporter, beta-gal luminescence; efflux-impaired pdr1/pdr3 knockout yeast; score 100 = 6 SD above DMSO;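 active means lowest replicate activity score at least 50, where 100 means six control SD above control mean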;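 further: yeast exposed to compound for 9 h at 30 °C; higher score means more reporter readthrough which indicates perturbed polyadenylation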
TRPC4 inh: TRPC4 (mouse) channel inhibition; Q9QUQ5; HEK293 TRPC4beta/mu-opioid, DAMGO-evoked Fluo4 calcium flux; active compounds read low; B-score at 10 µM; 0.39% of 300,000 active; AID 2247;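 active means B-score over 3 SD under the library average, no early fluorescence shift, positive overall ratio signal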
Target sequence (Q9QUQ5 whole entry, looked up): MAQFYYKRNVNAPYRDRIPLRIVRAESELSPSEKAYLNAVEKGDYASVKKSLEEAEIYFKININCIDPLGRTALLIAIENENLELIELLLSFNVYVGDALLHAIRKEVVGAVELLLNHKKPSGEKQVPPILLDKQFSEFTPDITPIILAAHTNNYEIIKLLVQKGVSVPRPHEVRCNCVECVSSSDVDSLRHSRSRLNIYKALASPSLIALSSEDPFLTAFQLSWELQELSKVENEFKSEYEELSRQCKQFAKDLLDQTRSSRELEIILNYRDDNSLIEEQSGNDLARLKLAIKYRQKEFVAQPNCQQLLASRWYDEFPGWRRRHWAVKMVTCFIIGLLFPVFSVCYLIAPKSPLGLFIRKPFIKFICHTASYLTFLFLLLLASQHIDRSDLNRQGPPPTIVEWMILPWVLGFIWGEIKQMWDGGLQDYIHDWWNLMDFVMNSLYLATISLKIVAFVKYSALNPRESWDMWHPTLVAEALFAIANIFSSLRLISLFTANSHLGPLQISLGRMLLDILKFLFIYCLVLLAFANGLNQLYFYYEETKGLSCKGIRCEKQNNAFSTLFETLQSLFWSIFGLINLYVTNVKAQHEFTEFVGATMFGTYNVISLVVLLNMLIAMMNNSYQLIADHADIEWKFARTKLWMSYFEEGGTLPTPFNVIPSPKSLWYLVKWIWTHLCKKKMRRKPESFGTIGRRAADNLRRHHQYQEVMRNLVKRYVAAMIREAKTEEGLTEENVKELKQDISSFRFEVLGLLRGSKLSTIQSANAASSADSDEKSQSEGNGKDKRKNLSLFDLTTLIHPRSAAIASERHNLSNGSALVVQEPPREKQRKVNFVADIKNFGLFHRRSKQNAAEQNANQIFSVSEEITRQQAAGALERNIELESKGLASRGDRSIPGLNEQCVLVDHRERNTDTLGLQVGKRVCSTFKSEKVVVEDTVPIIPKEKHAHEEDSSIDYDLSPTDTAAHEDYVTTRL
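Test system – stable TRPC4beta/mu-opioid receptor HEK293 cells · Probe or stimulus – DAMGO, a submaximal dose followed by a maximal one · Dosing – one concentration per compound · Signal – Fluo4 calcium fluorescence by kinetic imaging, 5 s 1 Hz baseline · Evaluation – per-well B score of integrated baseline-normalized Fluo4 ratio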
KCNQ1 inh: inhibitors of human KCNQ1 potassium channel; 1.3% of 310,000 active; P51787; AID 2642; B-score at 10 µM; CHO-K1 KCNQ1, FluxOR thallium flux fluorescence; active compounds read high;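 active means compounds whose thallium flux B-score, printed positive for inhibition, exceeds three library SD while starting fluorescence stays within three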;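 further: channel opened by potassium depolarization with thallium stimulus after 20 min compound exposure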
KCNQ1 act: potentiates or activates the human KCNQ1 potassium channel. P51787. CHO-K1 KCNQ1, thallium flux FluxOR fluorescence; active compounds read high. 0.35% of 310,000 active. B-score at 10 µM;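 active means fluorescence ratio B-score, a plate-corrected score, at least three library SD, with initial intensity B-score within 5 SD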
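Schedule – 37 °C overnight plating, 90-min dark dye load, 20-min compound pretreatment · System – stable KCNQ1 CHO-K1 line · Probe or stimulus – thallium- and potassium-containing depolarizing buffer · Measured by – kinetic FluxOR fluorescence, 10 s baseline plus 110 s post-stimulus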
Dyrk1A ADPGlo: blocks rat Dyrk1A kinase activity. Q63470. ADP-Glo luminescence, NFATc1 peptide. inhibition, % at 12.5 µM. 0.43% of 310,000 active. AID 504441; in the data active means inhibition above about 50%;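 further: plate controls were vehicle with enzyme for no effect and no enzyme for full effect; many of its hits are not listed in these tables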
Platelet DG rel: modulates dense granule release in human platelets; human platelet-rich plasma, SFLLRN dense granule ATP release, luminescence; inhibition, %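 (compounds screened at 7.5 µM in platelet-rich plasma)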; 0.22% of 300,000 active; AID 1663;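 active means mean replicate score, as percent of positive control, at or above 50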
TRPC4 act: opens the mouse TRPC4 cation channel. 0.49% of 310,000 active. B-score at 10 µM. AID 2237. Q9QUQ5. HEK293 TRPC4beta/mu-opioid, Fluo4 calcium fluorescence; active compounds read high;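 active means B-score above 5 SD of library B-scores, and initial fluorescence ratio not above library mean plus 5 SD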;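 further: positive B-score marks a calcium rise read as TRPC4 activation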
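system = HEK293 cells stably co-expressing mouse TRPC4beta and mu-opioid receptor | schedule = Fluo4 dye loading 45 min at room temperature, 110 s recording | measure = B-scored integrated calcium fluorescence ratio | signal = Fluo4 calcium-sensitive dye fluorescence, kinetic, 1 Hz baseline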
TRPC4 potent: allosterically enhances the mouse TRPC4 cation channel; 0.42% of 310,000 active; B-score at 10 µM; Q9QUQ5; HEK293 TRPC4beta/mu-opioid, DAMGO EC20, Fluo-4 Ca2+ flux; active compounds read high; AID 2227;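 active means B-score of calcium response area above 5 SD of library B-scores, with initial fluorescence ratio within 5 SD of library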;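 further: B-score of integrated fluorescence ratio over time as area under calcium response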
KCNK9 block: human KCNK9 channel inhibition | HEK293 KCNK9, FluxOR thallium flux fluorescence; active compounds read low | Q9NPC2 | 1.2% of 310,000 active | B-score at 10 µM;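 active means ratio B-score over 3 SD below the library mean, with starting fluorescence within 5 SD of its mean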;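 further: negative B-score means less thallium flux so channel inhibition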
hERG rescue: hERG (human) protection from proarrhythmic block. CHO-hERG, FluxOR thallium flux, dofetilide IC70 present. activation (rescue from dofetilide block), less the hit threshold, % at 10 µM. 0.51% of 310,000 active. AID 1511;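 active means activation above the mean of controls blocked by dofetilide plus 5 SD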;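 further: thallium influx through hERG after potassium depolarization seen as dye fluorescence rise; in these data hits start at about 4.7%; inactives centre near -7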
Active calls of the source: *; i = inactive; nt = no result given.

| Structure | KCNK3 inh | hERG rescue | TRPC4 inh | KCNK9 block | Dyrk1A ADPGlo | Platelet DG rel | KCNQ1 inh | KCNQ1 act | PolyA inhibitor | TRPC4 potent | TRPC4 act |
| --- | --- | --- | --- | --- | --- | --- | --- | --- | --- | --- | --- |
| Cc1nc(-c2ccc(Cl)cc2)sc1C(=O)CBr | i | -9.4 | i | i | -0.6 | 7.5 | i | i | i | i | i |
| COc1ccc(NC(=O)C2CCCO2)cc1 (centres undefined) | i | -5.8 | i | i | -8.6 | -1.3 | i | i | i | i | i |
| COc1ccc(OCCCC(=O)Nc2nc(-c3ccccn3)cs2)cc1 | i | -2.1 | nt | i | -2.0 | -3.3 | i | i | i | i | i |
| Cc1c(NS(=O)(=O)c2ccc3c(c2)CCN3C(=O)C2CC2)c(=O)n(-c2ccccc2)n1C | i | -3.8 | i | i | -62.0 | -3.3 | i | i | i | i | i |
| CC(=O)c1ccc(S(=O)(=O)N2CCC(c3nc4ccccc4[nH]3)CC2)cc1 | i | -5.1 | i | i | 1.4 | 0.3 | i | i | i | i | i |
| COc1ccc(-n2cc(-c3ccc(C)cc3)[n+]3c2SCC3)cc1 | i | -19.5 | i | i | -1.8 | 8.8 | 7* | i | i | i | i |
| NS(=O)(=O)c1ccc(NC(=S)NCCc2ccccc2)cc1 | i | -13.0 | i | i | 8.1 | -3.2 | i | i | i | i | i |
| O=C(CCCc1ccccc1)Nc1ccc(S(=O)(=O)N2CCOCC2)cc1 | i | -5.2 | i | i | 4.4 | -2.5 | i | i | i | i | i |

In the list so far, these contain an aryl methoxy group:
| Structure | KCNK3 inh | hERG rescue | TRPC4 inh | KCNK9 block | Dyrk1A ADPGlo | Platelet DG rel | KCNQ1 inh | KCNQ1 act | PolyA inhibitor | TRPC4 potent | TRPC4 act |
| --- | --- | --- | --- | --- | --- | --- | --- | --- | --- | --- | --- |
| COc1ccc(NC(=O)C2CCCO2)cc1 (centres undefined) | i | -5.8 | i | i | -8.6 | -1.3 | i | i | i | i | i |
| COc1ccc(OCCCC(=O)Nc2nc(-c3ccccn3)cs2)cc1 | i | -2.1 | nt | i | -2.0 | -3.3 | i | i | i | i | i |
| COc1ccc(-n2cc(-c3ccc(C)cc3)[n+]3c2SCC3)cc1 | i | -19.5 | i | i | -1.8 | 8.8 | 7* | i | i | i | i |

With a hit mark in KCNQ1 inh, among the entries above:
| Structure | KCNK3 inh | KCNK9 block | Dyrk1A ADPGlo | Platelet DG rel | KCNQ1 inh | KCNQ1 act | PolyA inhibitor | TRPC4 potent | TRPC4 act |
| --- | --- | --- | --- | --- | --- | --- | --- | --- | --- |
| COc1ccc(-n2cc(-c3ccc(C)cc3)[n+]3c2SCC3)cc1 | i | i | -1.8 | 8.8 | 7* | i | i | i | i |

(next part)
| Structure | KCNK3 inh | hERG rescue | TRPC4 inh | KCNK9 block | Dyrk1A ADPGlo | Platelet DG rel | KCNQ1 inh | KCNQ1 act | PolyA inhibitor | TRPC4 potent | TRPC4 act |
| --- | --- | --- | --- | --- | --- | --- | --- | --- | --- | --- | --- |
| Cc1nonc1NC(=O)CSc1nnc(N)s1 | i | 1.3 | i | i | -4.5 | -2.0 | i | i | i | i | i |
| O=C(Nc1c(C(=O)Nc2ccccc2)cnn1-c1ccccc1)c1ccco1 | i | -5.9 | i | i | 4.2 | 1.8 | i | i | i | i | i |
| CC(NS(=O)(=O)c1ccccc1Cl)C1CC2CCC1C2 (centres undefined) | i | -10.0 | i | i | 7.4 | 1.6 | i | i | i | i | i |
| CC(Oc1ccccc1)C(=O)N=C1SC2CS(=O)(=O)CC2N1c1ccccc1 (centres undefined) | i | -5.6 | i | i | 5.7 | -22.5 | i | i | i | i | i |
| COc1ccc(/C=C/C(=O)Nc2ccc3c(c2)OCCO3)cc1OC | i | -10.8 | i | i | -1.4 | 0.2 | i | i | i | i | i |
| COc1ccccc1C(=O)N(C)c1nnc(-c2ccccc2)s1 | i | -5.1 | i | i | 3.4 | 0.7 | i | i | i | i | i |
| CCOC(=O)c1sc2nc(C)[nH]c(=O)c2c1C | i | -8.9 | i | i | nt | -2.5 | i | i | i | i | i |
| O=C(NCc1ccc2[nH]c3c(c2c1)CCCC3)c1ccc(S(=O)(=O)N2CCCC2)cc1 | i | -7.5 | i | i | 0.5 | -11.2 | i | i | i | i | i |
| CC1CC(NC(=O)CC#N)CC(C)(C)C1 (centres undefined) | i | -7.8 | i | i | 0.8 | -8.8 | i | i | i | i | i |
| COc1ccc(S(=O)(=O)c2ccc(OC)cc2)cc1 | i | -6.0 | i | i | -6.9 | nt | i | i | i | i | i |
| Cc1cccc(N2CCN(C(=O)/C=C/c3ccco3)CC2)c1C | i | -10.1 | i | i | 3.0 | 6.2 | i | i | i | i | i |
| O=C(O)CCc1ccc(-c2ccccc2)n1CC(=O)O | i | -12.3 | i | i | -6.1 | 0.2 | i | i | i | i | i |
| Cc1cc(C)n(CCN(C)Cc2nc(Cc3ccccc3F)no2)n1 | i | -3.0 | i | i | -5.7 | -1.3 | i | i | i | i | i |
| COc1cccc(C2OC(=O)c3ccccc3N2C(C)=O)c1OC(C)=O (centres undefined) | i | -5.8 | i | i | -6.0 | -1.6 | i | i | i | i | i |
| O=C(NCC1CCN(S(=O)(=O)c2ccccc2)CC1)Nc1ccc(F)cc1 | i | -6.5 | i | i | nt | 6.2 | i | i | i | i | i |
| O=C(Nc1cc(C(F)(F)F)ccc1N1CCOCC1)c1ccc(Br)o1 | i | -0.4 | i | i | -6.2 | -2.3 | i | i | i | i | i |
| Cc1ccc(S(=O)(=O)N(C)CC(=O)Nc2cccc(C)n2)cc1 | i | -15.5 | i | i | -12.0 | -1.2 | i | i | i | i | i |
| S=c1nc(-c2cc(Cl)ccc2Cl)[nH][nH]1 | i | 0.4 | i | i | 0.2 | 1.3 | i | i | i | i | i |
| CCO[C@@H]1OC(C(=O)Nc2ccccc2)=C[C@H](c2csc3ccccc23)[C@H]1CCCO | i | -7.7 | i | i | 13.9 | -0.5 | i | i | i | i | i |
| Cc1ccc(C(=O)Nc2ccc3c(c2)OCCO3)o1 | i | -1.0 | i | i | 2.9 | 8.9 | i | i | i | i | i |
| CCCCNc1cc(C)oc(=O)c1C(C)=O | i | -8.4 | i | i | 3.6 | 11.4 | i | i | i | i | i |
| CN(C(=O)Nc1ccccc1)C1CCCCC1 | i | -2.8 | i | i | -0.7 | 5.3 | i | i | i | i | i |
| O=c1c2ccccc2c(/C=N/NS(=O)(=O)c2ccccc2)c(O)n1-c1ccccn1 | i | -10.6 | i | i | 1.1 | -0.1 | i | i | i | i | i |
| Cc1ccnc(NS(=O)(=O)c2ccc(NC(=O)c3ccc(S(=O)(=O)N4CC(C)OC(C)C4)cc3)cc2)n1 (centres undefined) | i | -5.5 | i | i | 5.9 | 4.3 | i | i | i | i | i |
| CCSC1=N/C(=C\c2ccc(C(=O)O)cc2)C(=O)S1 | i | -14.0 | i | i | 26.9 | -6.3 | i | i | i | i | i |
| OC(CN1C2=NCCN2c2ccccc21)c1ccc2c(c1)OCO2 (centres undefined) | i | -8.8 | i | i | -1.0 | -20.8 | i | i | i | i | i |
| CN(C)S(=O)(=O)c1ccc(S(=O)(=O)N2CCCC(C(=O)NC3CCCC3)C2)cc1 (centres undefined) | i | 0.2 | i | i | 0.9 | -1.4 | i | i | i | i | i |
| OC(CCc1ccncc1)c1ccccc1 (centres undefined) | i | -1.5 | i | i | -2.8 | 5.1 | i | i | i | i | i |
| CC(C)(C)[C@@H]1C=C(C(=O)NC2CC2)O[C@H](OCc2ccc(CO)cc2)C1 | i | -5.4 | i | i | 0.4 | 1.3 | i | i | nt | i | i |
| Cc1cc(C)cc(NC(=O)Cc2ccc(-n3cccc3)cc2)c1 | i | -3.6 | i | i | -2.3 | 9.0 | i | i | i | i | i |
| Cc1oc(-c2cccs2)nc1CN1CCC(CO)(CCOc2ccccc2)CC1 | i | -20.8 | i | i | -0.5 | 0.5 | i | i | i | i | i |
| C=CCN1C(=O)CSC1=Nc1ccc(NC(C)=O)cc1 | i | -1.6 | i | i | -3.0 | 2.1 | i | i | i | i | i |
| Cc1ccc(S(=O)(=O)NC2CCCC2)cc1C(N)=O | i | -1.7 | i | i | -12.3 | 2.6 | i | i | i | i | i |
| CC1CN(c2ccc(Cl)cc2[N+](=O)[O-])CCN1S(C)(=O)=O (centres undefined) | i | -5.1 | i | i | 4.7 | -3.4 | i | i | i | i | i |
| O=C(CN(C(=O)c1csnn1)c1cccc2c1CCCC2)NCc1ccc(F)cc1 | i | -6.6 | i | i | -7.9 | nt | i | i | i | i | i |
| CCOc1cc2[nH]c(=S)n(Cc3ccc(C(=O)NCCN(CC)CC)cc3)c(=O)c2cc1OCC | i | -7.9 | i | i | 6.8 | 4.5 | i | i | i | i | i |
| Cc1cc(C)c2c(CC(=O)Nc3nccs3)coc2c1 | i | -1.9 | i | i | -10.4 | 2.0 | i | i | i | i | i |
| Nc1cc(N)nc(SCCOc2ccccc2F)n1 | i | -8.5 | i | i | -1.6 | 4.5 | i | i | i | i | i |
| CC1=C(C(=O)OCC2CCCO2)C(c2ccsc2)C2=C(CCCC2=O)N1 (centres undefined) | i | -7.5 | i | i | -2.0 | 2.8 | i | i | i | i | i |
| CCc1nc(Cl)c(C#N)c2c1CCCC2 | i | -8.1 | i | i | -0.7 | 7.1 | i | i | i | i | i |
| O=C(O)c1ccc(Cl)c(S(=O)(=O)Nc2ccc3cn[nH]c3c2)c1 | i | -12.7 | i | i | -0.4 | -7.3 | i | i | i | i | i |
| COP(=O)(OC)c1nc(-c2ccccc2)oc1N1CCOCC1 | i | -4.3 | i | i | -6.0 | 5.6 | i | i | i | i | i |
| CCOC(=O)C(=O)N(Nc1ccc(C)cc1)c1ccc(C)cc1 | i | -9.2 | i | i | -0.4 | -2.6 | i | i | i | i | i |
| CCCNC(=O)COc1coc(CN2CCN(c3ccccc3)CC2)cc1=O | i | -2.1 | i | i | 0.8 | 3.3 | i | i | i | i | i |
| Cc1ccc(N2C(=O)Nc3ccccc3C2(O)C(=O)NCCCOC(C)C)cc1C (centres undefined) | i | -12.5 | i | i | -2.9 | 1.0 | i | i | i | i | i |
| Cc1nc2nc(CC(=O)O)[nH]n2c(=O)c1[N+](=O)[O-] | i | -6.0 | i | i | -5.3 | -5.3 | i | i | i | i | i |
| O=C(COC(=O)[C@H](Cc1ccccc1)NC(=O)c1cccs1)Nc1ccccc1C(F)(F)F | i | -8.6 | i | i | 5.9 | -1.0 | i | i | i | i | i |

Screens as filed in PubChem.

Only part of the results is shown, so the mix of outcomes need not match the whole.
